Insulin prom up – insulin promoter activators in MIN6 cells, imaging, high-content screening, mouse beta cells; z-score at 5 µM; actives 0.3% (n = 190,000); AID 1625, 2009; MIN6 insulin promoter-GFP reporter; active compounds read high;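 active = z-score above 3 at 5 µM with at least 500 cells counted in the well; inconclusive = wells under 500 cells, flagged as cytotoxic or low count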
MT stabilizer – microtubule stabilizers in HeLa cells, primary screen, imaging, high-content imaging | actives 0.83% (n = 200,000) | % tubulin-high responders, % at 10 µM | HeLa tubulin immunostaining HCS, 24 h; share of cells brighter than vehicle mean+2SD | AID 2205, 2009;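 active = plate Z-score above 3 for both tubulin-high and condensed-nucleus cell shares, with cell loss under 80%, at 10 µM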;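 note: anti alpha tubulin signal scored within the nucleus-defined area of each cell; some results filed as inactive read as strong as hits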
WT yeast gro inh – growth inhibition of WT strain, primary screen, mitochondrial fusion inhibitor project, WT and mutant strains, chemical genetic; mitochondrial fusion phenotypic screen; inhibition, % at 10 µM; actives 2.1% (n = 190,000); in the data active = inhibition above about 58%; tested in S. cerevisiae
Myeloid diff 2 – induction of myeloid progenitor differentiation, primary screen, cell-based, flow cytometry, MLPCN library; ER-HoxA9 myeloid progenitors, lysozyme-GFP differentiation; calls only at 10 µM; actives 1% (n = 360,000);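 active = normalized GFP-positive differentiation at or above the plate's own cutoff, the solvent-only control mean plus 3 SD; inconclusive = no clear call, values can overlap the other calls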;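 note: cells exposed to compound for four days before flow analysis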
West Nile virus CPE – West Nile virus antiviral activity, cell-based, CPE readout (AID 1621) | actives 0.02% (n = 290,000) | one-dose CPE inhibition, % at 10 µM; IC50 in µM for titrated hits | West Nile virus-infected cells, CPE inhibition; higher % means a stronger effect; in the data active = a potency from the dose series; inconclusive = CPE inhibition mostly from about 3.7% at the one dose, without a potency; inactive = the rest, 99 in 100 with CPE inhibition below about 2.2%; note: strong numbers were not always called active
T cell modulator – modulators of CD8 T cell-vesicle binding, primary screen, mouse 2C CD8+ T cells, flow cytometry | AID 2052, 2009 | calls only at 7 µM | actives 0.068% (n = 330,000) | 2C CD8+ T cell-vesicle binding; active compounds read low;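 active = response, share of CD8 T cells binding vesicles, and their 90th percentile fluorescence all below set limits, cut at about 80% in these data, passing the limit was not always enough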
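System: murine 2C transgenic CD8+ T lymphocytes; also added: QL9-loaded Drosophila micro-vesicles; times: binding 1.5 h at 37 °C; measured by: flow cytometry, PE anti-B7-1 (FL2) versus Alexa647 anti-CD8 (FL8), PFA-fixed; control set: Peptide-free naked vesicles (low) and QL9 vesicles with 0.7% DMSO vehicle (high)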
Autophagy mod – autophagy modulators in MEF cells, primary screen, imaging, high-content, MEF GFP-LC3 | calls only at 10 µM (by protocol) | actives 0.98% (n = 190,000) | MEF GFP-LC3 puncta imaging; test concentration mostly 10 µM | AID 463193, 2010;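 active = percentage of spot-positive cells more than 3 SD above its plate mean, without a fluorescence outlier flag or 80% toxicity; inconclusive = no clear call, values can overlap the other calls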;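 note: spot-positive cell cutoff set from DMSO-treated cells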
b-catenin transl – modulators of beta-catenin nuclear translocation, primary screen, imaging, HeLa cells, immunofluorescence, high-content | nuclear translocation activity, % at 5 µM | actives 0.3% (n = 190,000) | AID 1665, 2009;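 active = nuclear translocation activity above 50% at 5 µM, with a well cell count of 50 or more; inconclusive = wells under 50 cells across six images, flagged as toxic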;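 note: per-cell ratio of nuclear to cytoplasmic median beta-catenin stain intensity; plate controls were DMSO negative control for no effect and GSK-3 inhibitor IX positive control for full effect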
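Test system: human HeLa cell line; Doses: 5 µM primary, 0.02–20 µM confirmation; Incubation: 24 h compound exposure, 37°C; Detection: beta-catenin immunofluorescence imaging with DAPI; Read-out: beta-catenin nuclear/cytoplasmic ratio, % activation.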
Lipid droplet – inhibitors of hepatocyte lipid droplet formation, primary screen, imaging, high-throughput imaging, BODIPY stain | AML12 mouse hepatocytes, oleate lipid droplets | inhibition, % at 6.5 µM | actives 0.4% (n = 240,000) | AID 1656, 2009;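 active = lipid droplet intensity inhibited by at least 50%, with more than 500 cells counted; inconclusive = wells with under 300 cells, treated as cytotoxic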
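Material – AML12 mouse liver cells · Also added – oleate loading, 100 µM · Compound dosing – 6.5 µM single-point dosing · Times – overnight treatment with compound plus oleate · Measured by – fluorescence imaging, 20x objective, two fields per well · Read-out – percent inhibition of filter-corrected integrated lipid droplet intensity per well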
WT yeast gro inh mutant strain – recorded beside WT yeast gro inh, whose call it bears; inhibition, %; mitochondrial fusion phenotypic screen, mutant strain inhibition
Insulin prom up cell count – second read-out of Insulin prom up, no call of its own (marks repeat the call); cell count; measured here: cytotoxicity, nuclei count;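 total cells summed across four imaged fields per well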
Lipid droplet cells 6.5 µM – also measured in Lipid droplet; calls as there; cell count; measured here: cell count, cytotoxicity flag;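 cells counted across two imaged fields per well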
b-catenin transl cell count 5 µM – recorded beside b-catenin transl, whose call it bears; cell count; measured here: cell count, cytotoxicity flag
T cell modulator vesicle-bound % – second read-out of T cell modulator, no call of its own (marks repeat the call); double positive events, %; measured here: CD8+ vesicle-bound cell fraction;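 binding gate set so that unloaded-vesicle control wells show 10% double positive cells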
MT stabilizer Hoechst-high % – also measured in MT stabilizer; calls as there; % Hoechst-high responders; measured here: nuclear condensation Hoechst responders;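 share of cells brighter than vehicle mean plus two SD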
MT stabilizer cytotoxicity % – also measured in MT stabilizer; calls as there; toxicity, %; measured here: cytotoxicity by cell density;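 0% = mean cell density of plate MIN control wells and 100% = no cells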
Autophagy mod cell loss 18 h – also measured in Autophagy mod; calls as there; toxicity, %; measured here: cell loss, nuclei count;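 cell loss after 18 h compound exposure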
Myeloid diff 2 GFP+ MAC1+ % – also measured in Myeloid diff 2; calls as there; GFP+ MAC1+ double positive, %; measured here: differentiation confirmed by MAC1 staining
Active calls of the source: *; i = inactive; ? = inconclusive; / = not tested or not shown; + = active, no number.

| no. | Molecule | Insulin prom up | Insulin prom up cell count | MT stabilizer | MT stabilizer Hoechst-high % | MT stabilizer cytotoxicity % | WT yeast gro inh | WT yeast gro inh mutant strain | Myeloid diff 2 | Myeloid diff 2 GFP+ MAC1+ % | West Nile virus CPE | T cell modulator | T cell modulator vesicle-bound % | Autophagy mod | Autophagy mod cell loss 18 h | b-catenin transl | b-catenin transl cell count 5 µM | Lipid droplet | Lipid droplet cells 6.5 µM |
| --- | --- | --- | --- | --- | --- | --- | --- | --- | --- | --- | --- | --- | --- | --- | --- | --- | --- | --- | --- |
| 1 | Cc1cc(Cl)ccc1OCC(=O)NCCCCc1ccccc1 | -0.17 | 1546 | 1.7 | 2.5 | 9.8 | 62.9* | 27.4* | i | 0.8 | 0.1% | i | 39.9 | i | 2.6 | -0.5 | 1132 | 18.5 | 676 |
| 2 | Cc1ccc(NC(=O)Cn2nnc3ccccc32)c(C)c1 | 0.12 | 1319 | 10.2 | 2.4 | 9.5 | -22.7 | 8.0 | i | 0.1 | -0.6% | i | 59.5 | i | 4.3 | -1.0 | 1013 | 8.8 | 707 |
| 3 | COc1ccc(-n2c(N)c(C(=O)NCC3CCCO3)sc2=S)cc1 (stereo not drawn) | -0.12 | 1272 | 1.7 | 1.1 | 8.5 | -5.0 | 11.0 | + | 21.9* | 0.0% | i | 6.8 | i | 2.4 | / | / | 2.9 | 721 |
| 4 | O=C(Nc1cccc([N+](=O)[O-])c1)Nc1cnccn1 | / | / | / | / | / | / | / | i | 0.1 | -0.7% | i | 22.4 | / | / | / | / | 0.8 | 798 |
| 5 | CCCCCCn1c(N2CCCC2)nc2c1c(=O)[nH]c(=O)n2C | / | / | / | / | / | / | / | i | 1.3 | 0.0% | i | 50.5 | / | / | / | / | -47.3 | 820 |
| 6 | CCCCC(=O)Nc1ccc(NC(=O)C2CC2)cn1 | 0.56 | 1277 | 4.1 | 4.5 | 6.5 | -1.7 | -1.4 | i | 1.4 | -0.1% | i | 44.6 | i | -11.2 | -3.2 | 841 | / | / |
| 7 | O=C(NN1C(=O)C2C3C=CC(C4CC34)C2C1=O)c1ccc(Cl)c(Cl)c1 (stereo not drawn) | -0.33 | 1515 | 5.9 | 2.5 | 0.3 | -2.5 | 7.6 | i | 1.1 | -0.5% | i | 52.7 | i | 7.9 | -0.5 | 1152 | 0.0 | 709 |
| 8 | CC1=C(C)CC(C(=O)Nc2ccc(C(N)=O)cc2)C(C(=O)O)C1 (stereo not drawn) | 0.57 | 954 | 1.8 | 1.3 | 6.2 | -6.5 | 1.9 | i | 0.3 | 0.3% | i | 10.0 | i | -4.8 | -2.2 | 1186 | -19.1 | 675 |
| 9 | Cc1ccc(CN2CCN(/N=C/c3ccco3)CC2)c(C)c1 | / | / | 2.5 | 2.1 | 3.8 | 2.8 | -3.3 | i | 0.3 | -0.2% | i | 29.0 | i | -6.1 | 0.6 | 439 | 4.2 | 710 |
| 10 | CC(C)N(Cc1nccn1C)C(=O)CC1C(=O)NCCN1Cc1ccc(F)cc1 (stereo not drawn) | / | / | / | / | / | / | / | i | 2.5 | 0.0% | i | 27.6 | / | / | / | / | -13.5 | 679 |
| 11 | C=CCOc1cccc(C2C(C(=O)c3ccc(C)o3)=C(O)C(=O)N2CCCn2ccnc2)c1 (stereo not drawn) | / | / | / | / | / | / | / | ? | / | -0.3% | i | 33.1 | / | / | / | / | -30.2 | 586 |
| 12 | O=C(Nc1ccc(Oc2ccc3c(c2)C(=O)N(c2ccc(O)cc2)C3=O)cc1)c1cccs1 | 0.22 | 1389 | 3.1 | 2.9 | 7.1 | -5.0 | -0.8 | i | 0.2 | -0.6% | i | 39.5 | i | 2.6 | -0.4 | 907 | -6.0 | 641 |
| 13 | O=C(/C=C/c1c(Cl)cccc1Cl)N1CCN(c2ncccn2)CC1 | 1.08 | 869 | 1.8 | 1.6 | 4.3 | 7.0 | -9.9 | i | 0.9 | 0.2% | i | 11.0 | i | -5.6 | 1.9 | 1129 | 2.8 | 751 |
| 14 | COc1ccc(NC(=O)Cc2cccc3ccccc23)cc1 | / | / | / | / | / | / | / | i | 0.4 | 0.2% | i | 33.7 | / | / | / | / | -10.0 | 847 |
| 15 | CCN(CC)/C(=N\S(=O)(=O)c1ccc(F)cc1)c1ccccc1 | / | / | / | / | / | / | / | i | 0.5 | -1.2% | i | 40.0 | / | / | / | / | -1.1 | 720 |
| 16 | CC1CCc2c(C(=O)Nc3ccc(OC(F)(F)F)cc3)csc2C1 (stereo not drawn) | 0.17 | 1313 | 3.2 | 4.2 | 8.9 | 34.9 | -13.6 | i | 0.5 | / | i | 39.9 | i | 21.4 | -0.3 | 918 | -0.9 | 619 |
| 17 | O=C(O)CCn1c(SCc2cccc3ccccc23)nc2ccccc21 | / | / | 2.3 | 1.5 | 6.5 | 11.2 | -79.4 | i | 0.3 | 0.4% | i | 25.8 | i | -9.7 | -9.0 | 1184 | -6.3 | 735 |
| 18 | C=C(C)C(=O)N1CC2(CC(c3cccc(NC(=O)CC(c4ccccc4)c4ccccc4)c3)=NO2)C[C@H]1C(N)=O (stereo partly drawn) | 1 | 538 | / | / | / | / | / | i | 0.5 | 0.3% | i | 17.6 | / | / | 2.8 | 1019 | / | / |
| 19 | Cc1ccc(-n2ncc(C(=O)N3CCc4ccccc4C3)c2NC(=O)c2ccco2)cc1C | / | / | 2.6 | 1.6 | 6.1 | -8.8 | -0.8 | i | 0.4 | -0.1% | i | 56.6 | i | -1.3 | 2.4 | 1029 | 10.0 | 752 |
| 20 | CCNC(=S)N(Cc1cc2cc(C)c(C)cc2[nH]c1=O)C1CCCC1 | 0.43 | 1514 | 1.6 | 1.8 | 6.8 | -3.2 | -11.1 | i | 2.8 | -0.8% | i | 48.5 | i | 18.7 | 0.4 | 1491 | -2.6 | 749 |
| 21 | O=C(N/N=C/c1ccccc1)c1ccc(CN2C(=O)c3cccc4cccc2c34)cc1 | 0.04 | 1361 | 7.3 | 7.1 | 2.8 | -9.4 | -0.8 | i | 0.8 | -0.4% | i | 47.1 | i | -0.9 | -3.8 | 515 | -1.4 | 678 |
| 22 | CCc1cc(CNC(=O)c2ccc(OC)c(OC3CCN(C(C)C)CC3)c2)on1 | / | / | / | / | / | / | / | i | 1.3 | -0.4% | i | 12.0 | / | / | / | / | 8.4 | 893 |
| 23 | O=C1C=C(O)C(n2cncn2)C(c2ccc(F)cc2)C1 (stereo not drawn) | / | / | 3.6 | 2.0 | 5.0 | -6.5 | 12.7 | i | 0.9 | 0.5% | i | 52.2 | i | -6.3 | -3.1 | 1108 | / | / |
| 24 | COCC(C)n1c(SCC(=O)NNC(=O)c2ccccc2)nc2ccccc2c1=O (stereo not drawn) | / | / | 3.7 | 2.6 | 6.8 | -11.2 | -2.7 | i | 0.2 | 0.1% | i | 55.9 | i | -4.1 | 1.3 | 1019 | -6.3 | 687 |
| 25 | NC(=O)C1CCN(C(=O)COc2ccc(S(=O)(=O)NCc3ccccc3)cc2Cl)CC1 | 0.28 | 1412 | 3.5 | 2.4 | 8.3 | -10.5 | 2.0 | i | 0.4 | 0.5% | i | 41.8 | i | -4.2 | / | / | 7.4 | 722 |
| 26 | CC(C)CNC(=O)C(=O)Nc1cc2c3c(c1)C(C)C(=O)N3CCC2 (stereo not drawn) | / | / | / | / | / | / | / | i | 0.8 | 0.3% | i | 7.2 | / | / | / | / | 27.5 | 670 |
| 27 | O=C(N/N=C1\CCS(=O)(=O)c2ccc(F)cc21)c1ccc([N+](=O)[O-])cc1 | 0.35 | 1017 | / | / | / | / | / | i | 0.5 | -0.1% | i | 32.5 | / | / | 0.2 | 1379 | -12.9 | 656 |
| 28 | CCOC(=O)Cc1cc(=O)n2[nH]c(C)c(-c3ccc(OC)cc3)c2n1 | 0.03 | 1217 | 2.4 | 1.8 | 3.9 | 13.9 | 17.3 | i | 1.1 | 1.3% | i | 47.1 | i | -3.0 | 0.1 | 1028 | -12.5 | 503 |
| 29 | CCOC(=O)C1C(=O)NCC1c1ccccc1 (stereo not drawn) | 1.73 | 926 | 0.7 | 1.8 | 10.0 | -3.5 | -4.5 | i | 3.2 | -0.2% | i | 43.3 | i | -2.2 | / | / | / | / |
| 30 | Cc1ccc(-c2sc(C(=O)NN)c(C)c2C#N)cc1 | 0.16 | 1147 | / | / | / | / | / | i | 0.7 | -0.8% | i | 14.4 | / | / | -2.2 | 1356 | 2.6 | 643 |
| 31 | CCCNC(=O)c1ccc(CN2CCc3ccccc3C2)cc1 | -0.45 | 874 | 2.4 | 1.7 | 6.6 | 1.1 | 1.6 | i | 0.4 | -0.1% | i | 40.5 | i | -7.1 | -6.1 | 1143 | 8.4 | 742 |
| 32 | N=c1n(CCO)c2ccccc2n1CCOc1ccc(Cl)cc1Cl | -2.67 | 924 | 5.7 | 2.6 | 0.4 | 11.8 | 3.4 | i | 1.5 | -0.6% | i | 33.7 | i | 3.8 | -1.0 | 1130 | / | / |
| 33 | O=C(CSC1=Nc2ccccc2C2=NC(CC(=O)NC3CCCCC3)C(=O)N12)NCc1ccco1 (stereo not drawn) | -0.09 | 1083 | 5.2 | 2.5 | 9.6 | -5.6 | -4.7 | i | 1.2 | -0.8% | i | 20.0 | i | 8.6 | -2.8 | 893 | / | / |
| 34 | Fc1ccc(N2CCN(Cc3c[nH]c4ccccc34)CC2)cc1 | -0.04 | 852 | / | / | / | / | / | / | / | 0.0% | i | 30.3 | / | / | 0.6 | 1273 | 5.4 | 671 |

Assay outcomes deposited in PubChem by several laboratories.
